# Screening results deposited in PubChem BioAssay by several laboratories.
# AddAB inh – less growth of phage-infected E. coli with AddAB; inhibition, % at 11.9 µM; E. coli expressing H. pylori AddAB, absorbance growth; 330,000 compounds, 0.29% hits; in the data active means inhibition above about 12%;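 further: 0% = vehicle wells of infected cells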
# SUMO Mot1 rescue – inhibitors of SUMOylation pathway: yeast Mot1-301 growth rescue | S. cerevisiae Mot1-301 growth rescue, ATP luminescence, 38.5C; percent above DMSO median, 100 means doubled | AID 2716 | growth rescue, % at 18.8 µM | 320,000 compounds, 1% hits;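 active means every valid replicate shows activation above 250% relative to neutral control wells; inactive means the rest, any valid replicate at or below 250%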;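 further: OY570 slx delta 5 strain wells were the positive control but not used for scaling; some compounds called inactive have numbers as strong as hits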
# HTR5A inv ag – inverse agonist of human HTR5A in OPRM1-OPRD1 counter-screen | P47898 | inhibition, % at 9.3 µM | 340,000 compounds, 0.083% hits | HTR5A cell line, luminescence, inverse agonism | AID 504634; in the data active means inhibition mostly above about 23%, no sharp cut-off; inactive means mostly below about 18%;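 further: 0% = cells with DMSO and 100% = no-cell wells with DMSO; some compounds called inactive have numbers as strong as hits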
# Target sequence (P47898 whole entry, looked up): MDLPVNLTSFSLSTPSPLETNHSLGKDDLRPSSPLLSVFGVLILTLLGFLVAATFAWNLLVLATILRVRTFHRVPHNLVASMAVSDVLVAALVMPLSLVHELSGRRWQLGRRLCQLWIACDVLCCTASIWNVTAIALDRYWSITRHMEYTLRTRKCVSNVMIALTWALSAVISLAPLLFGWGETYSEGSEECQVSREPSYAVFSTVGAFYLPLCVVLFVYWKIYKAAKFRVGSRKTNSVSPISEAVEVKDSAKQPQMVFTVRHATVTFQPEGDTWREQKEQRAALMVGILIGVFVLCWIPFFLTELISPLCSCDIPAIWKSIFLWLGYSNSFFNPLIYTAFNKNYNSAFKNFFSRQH
# PKA-R1A act – PKA-R1A complex activation; activation, % at 11.4 µM; AID 504707; PKA-R1A dissociation, Cy5-IP20 fluorescence polarization; scaled: DMSO 0%, 113 µM cGMP 100%; 340,000 compounds, 0.083% hits;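 active means percent activation above the mean of all tested compounds plus 3 SD, cut at about 19% in these data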;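 further: higher means more PKAc released from R1A so a rise in polarization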
# PfHsp90 yeast 2 – reduces growth (ATP signal) of yeast expressing P. falciparum Hsp90; 310,000 compounds, 0.32% hits; AID 504621; inhibition, % at 9.4 µM; S. cerevisiae expressing PfHsp90, BacTiter-Glo ATP, 48 h; yeast lacking PDR1 and PDR3 efflux regulators;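 active means every replicate shows inhibition above about 80%, whatever the replicate mean, limit read from the data; inconclusive means mean inhibition reaches the set limit but some replicate falls short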;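 further: 0% = DMSO neutral controls and 100% = 20 µM radicicol positive controls; yeast relying on Plasmodium falciparum Hsp90 in place of its own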
# MOR-DOR inv ag – mu-delta opioid heterodimer inverse agonism; cell-based MOR-DOR heterodimer luminescence; inhibition, % at 9.3 µM; 340,000 compounds, 0.21% hits; in the data active means inhibition above about 22%, passing the limit was not always enough;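 further: 0% = cells with DMSO and 100% = wells without cells with DMSO; values of inactives mirror those of a sister screen read the other way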
# MOR-DOR ag – agonists of human mu-delta opioid receptor heterodimerization. activation, % at 9.3 µM. AID 504326. 340,000 compounds, 0.3% hits. P35372+P41143. cells, OPRM1-OPRD1 heterodimerization, luminescence; in the data active means activation above about 18%;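 further: 0% = vehicle-treated cells and 100% = reference agonist; values of inactives mirror those of a sister screen read the other way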
# Ecoli viability – counter-screen for AddAB inhibitors: E. coli growth inhibition; inhibition, % at 11.9 µM; E. coli V3065 growth, OD600 absorbance, 18 h; 330,000 compounds, 0.27% hits;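 active means inhibition above the campaign's mean inhibition across all tested compounds plus 3 SD, cut at about 9.9% in these data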;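 further: uninfected addAB+ strain grown without phage in ampicillin broth; 0% = DMSO wells and 100% = ciprofloxacin 0.95 µg/ml wells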
# PKA-R2B activ – activators of human PKA-R2B complex | PKA-R2B holoenzyme dissociation, Cy5-IP20 fluorescence polarization; R2B truncated from residue 108, S112A mutant; 0% DMSO only, 100% 113 µM cGMP | AID 504700 | 340,000 compounds, 0.079% hits | activation, % at 11.4 µM | P22694+P31323;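 active means activation above a cutoff set at the mean over all compounds plus 3 SD, cut at about 18% in these data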;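 further: higher means more holoenzyme dissociation and a rise in polarization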
# Target sequence (P31323 whole entry, looked up, other chains not shown, the tested form may be a part): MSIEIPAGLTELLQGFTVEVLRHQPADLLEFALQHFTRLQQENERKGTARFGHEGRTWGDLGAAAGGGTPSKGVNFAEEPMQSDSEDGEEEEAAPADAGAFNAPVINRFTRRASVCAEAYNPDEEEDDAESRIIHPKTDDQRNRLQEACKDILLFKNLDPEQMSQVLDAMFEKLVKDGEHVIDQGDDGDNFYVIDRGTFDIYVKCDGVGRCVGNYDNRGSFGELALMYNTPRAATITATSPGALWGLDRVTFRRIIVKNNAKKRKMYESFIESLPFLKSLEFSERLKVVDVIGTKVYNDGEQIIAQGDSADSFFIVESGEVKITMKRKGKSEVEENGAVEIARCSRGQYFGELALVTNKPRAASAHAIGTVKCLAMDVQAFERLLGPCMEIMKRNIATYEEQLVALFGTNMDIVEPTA
# Tat transport – E. coli Tat transport inhibition | E. coli MC4100 TorA-mCherry Tat export, fluorescence | inhibition, % at 10 µM | 340,000 compounds, 0.036% hits;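 active means mean replicate inhibition at least 50% and at least half of replicates individually reaching 50%; inconclusive means only one of the two criteria met; inactive means neither criterion met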;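 further: exported cargo escapes ClpAP degradation while cytoplasmic cargo is degraded and loses fluorescence; 0% = median of neutral control wells and 100% = median of NaSCN control wells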
# phage Ecoli inh – E. coli growth loss with phage present; growth absorbance; 360,000 compounds, 0.26% hits; inhibition, % at 11.9 µM; in the data active means inhibition above about 11%
# An asterisk follows results filed as active; ? = inconclusive; . = no result given.
(1) Cc1ccccc1OCC(=O)OCC(=O)Nc1ccc(S(N)(=O)=O)cc1
(2) O=C(c1ccc(N2CCCCS2(=O)=O)cc1)N1CCN(c2ccccc2F)CC1
(3) CC1C(=O)N2CCCc3cc(NC(=O)C(=O)NCc4ccc5c(c4)OCO5)cc1c32 (stereo not given)
(4) CSCCC(NC(=O)c1ccccc1Cl)C(=O)NCC(c1ccco1)N1CCCCC1 (stereo not given)
(5) COCCN1CCN(C(=O)C2CCC(=O)N(Cc3ccc(Cl)cc3)C2)CC1 (stereo not given)
(6) Cc1ccc(S(=O)(=O)NN2C(=O)/C(=C/c3cccs3)SC2=S)cc1
(7) O=C(O)c1ccc(Nc2nc3ccccc3nc2NS(=O)(=O)c2ccc(F)cc2)cc1
(8) COC(=O)c1ccc(C(=O)OC)c(NC(=O)CN(C)Cc2cccc(Cl)c2Cl)c1

Screen / compound no.	1	2	3	4	5	6	7	8
AddAB inh	0.5	0.4	0.1	-1.4	4.5	3.1	1.7	2.1
SUMO Mot1 rescue	-2	46	25	24	62	324	-2	1
HTR5A inv ag	-13	-13	-7	9	-1	9	3	0
PKA-R1A act	1	1	-1	13	3	-10	0	10
PfHsp90 yeast 2	1	5	-1	.	21	-9	0	-12
MOR-DOR inv ag	5	-4	5	12	17	8	1	0
MOR-DOR ag	-0.8	0.8	-0.9	-2.4	-3.1	-1.6	-0.1	0.0
Ecoli viability	0.3	-1.2	-0.1	-1.1	0.8	0.8	-2.3	-0.3
PKA-R2B activ	0	1	8	-8	9	-2	1	4
Tat transport	-6	-4	1	7	9	6	10	2
phage Ecoli inh	1.9	2.7	-0.6	-1.5	2.2	2.0	2.0	5.1

(9) NC(=O)c1cc(S(=O)(=O)NCc2ccc(F)cc2)cs1
(10) CSc1nc(N2CCOCC2)c2ccccc2n1
(11) COc1ccc(S(=O)(=O)N2CCOCC2)cc1C(=O)Nc1cc(C)on1
(12) O=C(NNc1c([N+](=O)[O-])cc(C(F)(F)F)cc1[N+](=O)[O-])c1ccco1
(13) CCc1nnc(NC(=O)C2CCC2)s1
(14) Cc1cc(=O)oc2cc(OCC(=O)OC(C)C(=O)Nc3ccc(S(N)(=O)=O)cc3)ccc12 (stereo not given)
(15) COc1cc(C(=O)NN2C(=O)NC3(CCC(C)CC3)C2=O)ccc1OC(F)F (stereo not given)
(16) Cc1nc(Sc2cccn2C)c(C(F)(F)F)c(=O)[nH]1

Screen / compound no.	9	10	11	12	13	14	15	16
AddAB inh	3.6	-0.4	3.4	3.4	-0.2	-1.4	2.3	2.1
SUMO Mot1 rescue	7	-5	-6	-27	1	-3	-9	-11
HTR5A inv ag	-5	-10	5	26	8	7	-4	-38
PKA-R1A act	4	13	-6	-4	-7	-10	-11	2
PfHsp90 yeast 2	-39	29	11	14	-19	10	-4	14
MOR-DOR inv ag	7	16	3	20	8	10	14	0
MOR-DOR ag	-1.3	-3.0	-0.7	-6.1	-1.3	-2.0	-3.6	0.0
Ecoli viability	2.3	-0.3	0.8	1.9	1.1	-1.1	0.3	1.1
PKA-R2B activ	-5	5	2	-18	6	-7	-6	2
Tat transport	-1	-1	3	0	?	-3	-2	-4
phage Ecoli inh	3.6	1.8	1.7	2.6	-0.5	-0.1	0.3	0.9

(17) O=C(N/N=C/c1ccc2c(c1)OCO2)c1cc(-c2ccncc2)nc2ccccc12
(18) O=C(CSc1nnc(-c2ccccc2)n1-c1ccc(Cl)cc1)N/N=C/c1ccco1
(19) O=C(O)c1oc2ccccc2c1CSc1ccccn1
(20) Cc1cc(S(=O)(=O)N2CCN(c3ccccc3F)CC2)ccc1-n1cnnn1
(21) CCN1CCCC1CNC(=O)C(=O)Nc1ccccc1OC (stereo not given)
(22) COc1ccccc1OCC(=O)Nc1ccc(S(=O)(=O)Nc2nccs2)cc1
(23) O=C(CCCSc1nc2ccccc2c(=O)[nH]1)c1ccc(F)cc1
(24) CSc1ccc(NC(=O)N2CCC(C(=O)c3ccc(F)cc3)CC2)cc1

Screen / compound no.	17	18	19	20	21	22	23	24
AddAB inh	1.9	-7.5	0.9	2.1	0.6	4.4	0.5	4.0
SUMO Mot1 rescue	7	215	11	-6	14	-2	6	14
HTR5A inv ag	2	-28	-22	0	4	8	-3	-3
PKA-R1A act	-7	-16	1	-7	-2	2	-6	-3
PfHsp90 yeast 2	1	16	1	-3	5	-12	-76	-22
MOR-DOR inv ag	6	15	14	4	0	11	4	7
MOR-DOR ag	-1.1	-3.4	-2.8	-0.8	0.1	-2.0	-0.6	-1.3
Ecoli viability	0.9	11*	-0.4	-0.4	-0.8	0.7	0.5	2.1
PKA-R2B activ	-22	-14	-2	-11	-9	-2	-5	5
Tat transport	-4	4	-4	-1	2	5	-1	-2
phage Ecoli inh	-0.2	3.6	1.5	-1.1	1.5	0.1	5.5	2.9

(25) COc1ccc2[nH]cc(CCNC(=O)Cc3ccc(Cl)cc3)c2c1
(26) CC(=O)Nc1nc(SCCCc2ccccc2)n[nH]1
(27) O=C(Nc1cc(C(F)(F)F)ccc1N1CCOCC1)c1ccc[n+]([O-])c1
(28) O=c1c2ccccc2nc(-c2ccccc2)n1O
(29) CCC(=O)c1ccc(OCC(=O)OCC(=O)c2cc(C)n(C3CC3)c2C)cc1
(30) Cc1cccc(CCN(CC(=O)NC(C)(C)C)C(=O)c2csnn2)c1
(31) CCOc1cc(-c2noc(-c3cccnc3)n2)ccc1OC
(32) Cc1occc1-c1nnc(SCC(=O)Nc2ccc3c(c2)OCO3)n1CC1CCCO1 (stereo not given)

Screen / compound no.	25	26	27	28	29	30	31	32
AddAB inh	-1.3	2.1	1.6	0.3	-0.8	0.2	0.2	0.0
SUMO Mot1 rescue	-2	28	-6	-9	316	-5	-9	17
HTR5A inv ag	-61	-1	5	-16	13	6	6	-9
PKA-R1A act	-7	-2	-1	0	-11	-14	-4	-4
PfHsp90 yeast 2	.	5	12	-8	1	-1	4	-19
MOR-DOR inv ag	5	5	10	1	12	6	20	-7
MOR-DOR ag	-1.0	-1.0	-2.2	-0.2	-1.8	-1.1	-3.2	1.2
Ecoli viability	1.4	-2.1	-1.1	0.5	-0.2	-0.6	-0.1	-1.1
PKA-R2B activ	-12	7	-3	-4	-1	-3	4	-2
Tat transport	11	1	4	-12	8	4	-1	-1
phage Ecoli inh	2.3	2.6	2.9	1.1	3.0	2.8	2.6	-0.3

(33) COc1ccccc1C(=O)COC(=O)CNS(=O)(=O)c1ccc(C)cc1
(34) NS(=O)(=O)c1ccc(NC(=O)CSc2nc3ccccc3c(=O)n2Cc2ccncc2)cc1
(35) O=C(NC1CCCCC1)c1noc2c1CCCCC2
(36) CS(=O)(=O)c1ccc(NC(=O)c2cc3c(cc2Cl)N2CCCCCC2=NS3(=O)=O)cc1
(37) COCCn1c(SCC(=O)Nc2nnc(C)s2)nnc1-c1ccco1
(38) CC12CCC(=O)N1C(C(=O)Nc1nnc(SCc3ccccc3)s1)CS2 (stereo not given)
(39) CCOc1ccc(Cc2nc(-c3nonc3N)no2)cc1OCC
(40) Cn1c(CCNC(=O)OC(C)(C)C)n[nH]c1=S

Screen / compound no.	33	34	35	36	37	38	39	40
AddAB inh	3.5	1.2	0.9	.	2.9	-0.7	4.0	-2.1
SUMO Mot1 rescue	17	7	1	.	2	375	-4	0
HTR5A inv ag	-3	-16	-7	9	-4	20	7	7
PKA-R1A act	-3	9	-11	-7	-6	-15	-22	5
PfHsp90 yeast 2	-10	.	.	-11	13	-5	-14	3
MOR-DOR inv ag	18	7	-3	22	7	-19	-17	-7
MOR-DOR ag	-3.9	-1.6	0.5	-5.9	-1.2	2.8	2.9	1.2
Ecoli viability	0.3	0.3	-0.6	.	-0.6	3.5	1.7	-1.8
PKA-R2B activ	-2	0	0	-14	3	-17	-19	-4
Tat transport	2	-1	-3	-19	3	5	2	12
phage Ecoli inh	1.7	-0.1	1.7	6.0	4.5	2.0	2.4	-0.8

(41) CC(C)NC(=O)Cn1c(=O)cnc2ccccc21
(42) COCCNC(=O)C(c1ccc(C)o1)N(C(=O)C(=O)NC1CCCCC1)c1ccc(F)cc1 (stereo not given)
(43) Cc1cc(NS(=O)(=O)c2ccc(NC(=O)/C=C/c3ccccc3Cl)cc2)no1
(44) CCCn1nnnc1-c1cc(Cl)cc(Cl)c1
(45) CN(Cc1cccc(F)c1)C(=O)c1cccc(S(=O)(=O)N2CCN(Cc3ccccc3)CC2)c1
(46) O=C1Nc2ccccc2C(=O)C1(Cl)Cc1ccccc1 (stereo not given)
(47) CCCCOc1ccc(S(=O)(=O)Nc2ccc(NC(C)=O)cc2)cc1
(48) O=C(Oc1ccc(/C=N/NC(=O)c2ccccn2)cc1)c1ccc(Br)cc1

Screen / compound no.	41	42	43	44	45	46	47	48
AddAB inh	1.4	4.4	3.7	1.9	1.6	2.8	4.4	1.2
SUMO Mot1 rescue	.	5	-14	-23	-22	6	2	-6
HTR5A inv ag	-7	35	-2	7	2	13	14	-4
PKA-R1A act	1	7	4	-17	-4	3	5	-6
PfHsp90 yeast 2	10	2	17	.	-14	.	.	-3
MOR-DOR inv ag	5	-1	15	7	-10	15	7	7
MOR-DOR ag	-1.0	0.3	-3.0	-1.4	1.8	-3.1	-1.5	-1.3
Ecoli viability	2.9	-0.5	1.4	-2.0	-0.8	0.0	-2.1	1.5
PKA-R2B activ	-3	-7	6	-6	-9	-2	-6	-2
Tat transport	-14	-3	3	-7	8	-17	19	14
phage Ecoli inh	1.2	2.7	2.3	.	0.8	1.5	-1.1	2.2

# Part of the list above, reformatted:
# Screens in order: AddAB inh	SUMO Mot1 rescue	HTR5A inv ag	PKA-R1A act	PfHsp90 yeast 2	MOR-DOR inv ag	MOR-DOR ag	Ecoli viability	PKA-R2B activ	Tat transport	phage Ecoli inh
42	COCCNC(=O)C(c1ccc(C)o1)N(C(=O)C(=O)NC1CCCCC1)c1ccc(F)cc1 (stereo not given)
 : 4.4	5	35	7	2	-1	0.3	-0.5	-7	-3	2.7
43	Cc1cc(NS(=O)(=O)c2ccc(NC(=O)/C=C/c3ccccc3Cl)cc2)no1
 : 3.7	-14	-2	4	17	15	-3.0	1.4	6	3	2.3
44	CCCn1nnnc1-c1cc(Cl)cc(Cl)c1
 : 1.9	-23	7	-17	.	7	-1.4	-2.0	-6	-7	.
45	CN(Cc1cccc(F)c1)C(=O)c1cccc(S(=O)(=O)N2CCN(Cc3ccccc3)CC2)c1
 : 1.6	-22	2	-4	-14	-10	1.8	-0.8	-9	8	0.8
46	O=C1Nc2ccccc2C(=O)C1(Cl)Cc1ccccc1 (stereo not given)
 : 2.8	6	13	3	.	15	-3.1	0.0	-2	-17	1.5
47	CCCCOc1ccc(S(=O)(=O)Nc2ccc(NC(C)=O)cc2)cc1
 : 4.4	2	14	5	.	7	-1.5	-2.1	-6	19	-1.1
48	O=C(Oc1ccc(/C=N/NC(=O)c2ccccn2)cc1)c1ccc(Br)cc1
 : 1.2	-6	-4	-6	-3	7	-1.3	1.5	-2	14	2.2
